Nrf2 inh – Nrf2 qHTS screen for inhibitors. Potency, µM (doses to about 46 µM), for the others: top-dose activity change, negative = inhibition, actives largely listed as inhibitors. 360,000 compounds, 2.1% hits. A549 ARE-Fluc reporter, luciferase luminescence, 18-24 h; also: potency is read from the fitted curve at half-maximal effect; % is scaled to controls: 0 for no effect and ±100 for the full control effect; nearly all actives have a fitted effect of over 60% in size
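Cells were seeded and rested 2 h, then exposed to compounds for 18-24 h. CellTiter-Fluor was read first as a viability measure. BugLite was added 15 min before the final luminescent read of ARE-luciferase activity in A549 cells.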
TGFb inhibitor – qHTS for Inhibitors of TGF-b. Potency, µM (top dose mostly 46.1 µM), inactives show at the top dose activity, negative = inhibition, actives largely listed as inhibitors. HepG2 CAGA-GFP TGF-b/SMAD3 reporter, GFP fluorescence, 18 h; TGF-beta stimulated, 500 pg/mL final. AID 588855, 2011. 410,000 compounds, 1.2% hits; also: potency is read from the fitted curve at half-maximal effect; % is scaled to controls: 0 for no effect and ±100 for the full control effect; nearly all actives have a fitted effect of over 65% in size
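First, reporter cells (HEPG2 CAGA-GFP) rested 2 h at 37 degrees C. Next, compounds were pinned in and TGF-beta added to 500 pg/mL final. After 18 h, GFP was imaged per cell and summed per well.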
HepG2 tox – qHTS for Inhibitors of TGF-b: Cytotox Counterscreen | HepG2 CAGA-GFP viability, ATP luminescence, 18 h | Potency, µM (titrated, usually from 46.1 µM), for inactives: at the top dose activity change, negative = cytotoxicity, hits mostly cytotoxic | 410,000 compounds, 0.76% hits | AID 588856, 2011; also: potency is read from the fitted curve at half-maximal effect; some results filed as inactive show a strong effect at the top dose
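HepG2 CAGA-GFP cells (1000/well, DMEM with 1% FBS) received compound, then TGF-beta at 500 pg/mL final, and were incubated 18 hours at 37 degrees C. Viability was read by CellTiter-Glo luminescence. Media-only wells were set as complete cell-killing and DMSO as no toxicity.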
ATXN2 expr inh – Primary qHTS for Inhibitors of ATXN expression | AID 1745845, 2022 | 360,000 compounds, 0.72% hits | Potency, µM (titrated, usually from 57 µM), for the others: at the highest dose activity change, negative = inhibition, actives largely listed as inhibitors | HEK-293 ATXN2-luciferase reporter, luminescence, 24 h; also: potency is read from the fitted curve at half-maximal effect; % is scaled to controls: 0 for no effect and ±100 for the full control effect; nearly all actives have a fitted effect of over 55% in size
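qHTS (up to 57 uM final) was run with 24 h compound exposure of reporter cells at 37 °C. Each well was multiplexed: SteadyGlo luminescence measured ATXN2-luciferase expression after a fluorogenic Gly-Phe-AFC viability readout (25 uM final).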
EPAC2 ag – qHTS for Agonist of cAMP-regulated guanine nucleotide exchange factor 4 (EPAC2): primary screen. Rap guanine nucleotide exchange factor 4 (Homo sapiens), Q8WZA2. EPAC2 activation, biochemical qHTS; response scale: 100% = 6.5 mM cAMP response. Potency, µM (top dose mostly 154 µM), without a hit: top-dose activation, actives largely listed as activators. 360,000 compounds, 0.079% hits; also: potency is read from the fitted curve at half-maximal effect; nearly all actives have a fitted effect of over 50% in size
Target sequence (Q8WZA2 whole entry, looked up): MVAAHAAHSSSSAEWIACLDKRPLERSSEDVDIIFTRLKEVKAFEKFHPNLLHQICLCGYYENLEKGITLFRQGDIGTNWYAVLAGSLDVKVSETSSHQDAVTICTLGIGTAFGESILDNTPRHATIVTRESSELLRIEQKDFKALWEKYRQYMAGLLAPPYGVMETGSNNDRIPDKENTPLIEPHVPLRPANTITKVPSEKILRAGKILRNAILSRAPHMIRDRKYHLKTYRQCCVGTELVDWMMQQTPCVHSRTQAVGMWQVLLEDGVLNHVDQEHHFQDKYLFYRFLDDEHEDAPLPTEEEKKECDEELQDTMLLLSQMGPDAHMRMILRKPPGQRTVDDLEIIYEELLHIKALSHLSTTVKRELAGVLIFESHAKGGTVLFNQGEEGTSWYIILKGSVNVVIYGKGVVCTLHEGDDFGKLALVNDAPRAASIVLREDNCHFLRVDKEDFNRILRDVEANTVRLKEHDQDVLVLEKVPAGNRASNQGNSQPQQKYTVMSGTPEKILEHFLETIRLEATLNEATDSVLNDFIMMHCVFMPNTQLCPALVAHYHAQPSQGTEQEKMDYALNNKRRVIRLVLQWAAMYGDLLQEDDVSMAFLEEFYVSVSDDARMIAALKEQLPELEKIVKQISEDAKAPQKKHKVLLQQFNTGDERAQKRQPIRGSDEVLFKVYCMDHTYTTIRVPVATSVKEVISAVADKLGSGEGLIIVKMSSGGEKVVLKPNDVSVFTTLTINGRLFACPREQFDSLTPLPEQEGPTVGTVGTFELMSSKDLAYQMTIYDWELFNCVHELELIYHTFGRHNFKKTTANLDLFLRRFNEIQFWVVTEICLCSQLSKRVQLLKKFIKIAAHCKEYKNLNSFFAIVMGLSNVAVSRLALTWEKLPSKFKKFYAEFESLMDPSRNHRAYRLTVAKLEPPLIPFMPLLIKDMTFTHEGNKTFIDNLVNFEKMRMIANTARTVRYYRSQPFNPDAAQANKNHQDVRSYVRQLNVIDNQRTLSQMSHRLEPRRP
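EPAC2 (100 nM) mixed with Rap1B loaded with BODIPY-GDP (250 nM) plus 50 uM unlabeled GDP; compounds pinned in, 5 min RT, then read every 5 min for 30 min (ex 480, em 540 nm). Normalized to cAMP control.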
IL2 activator – qHTS of IL-2 Activators | 360,000 compounds, 0.065% hits | activation, % (series mostly up to about 46 µM) | IL-2 activation reporter assay, cell-based qHTS; stimulated with anti-CD3/CD4/CD28 beads; in transgenic mouse T cells; in the data active = activation above about 50%; inconclusive = mostly about 30% to 49%; also: 0% is about no effect
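Unstimulated transgenic mouse T cells, 750 per well, received compound and, after 60 minutes, anti-CD3/anti-CD4 bead plus anti-CD28 stimulation. EGFP and DsRed were quantified after 18 hours.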
A549 tox – Nrf2 qHTS screen for inhibitors: counterscreen for cytotoxicity; A549 ARE-Fluc cells, CellTiter-Fluor viability, 18-24 h; 390,000 compounds, 0.16% hits; Potency, µM (highest dose often 46 µM), inactives show at the highest dose activity change, negative = cytotoxicity, actives largely listed as inhibitors; AID 504648, 2011; also: potency is read from the fitted curve at half-maximal effect; % is scaled to controls: 0 for no effect and ±100 for the full control effect
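Cytotoxicity counterscreen: CellTiter-Fluor fluorescence was measured in A549 ARE_Fluc cells after 18-24 h of compound exposure in a concentration series. The subsequent BugLite luminescent read reports ARE-luciferase activity.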
Nrf2 ARE act – qHTS of Nrf2 Activators. AREc32 ARE-luciferase reporter (MCF7-derived line), luminescence, 24 h. Potency, µM (series often up to 46.1 µM), without a hit: at the highest dose activation, hits mostly activators. 410,000 compounds, 0.31% hits; also: potency is read from the fitted curve at half-maximal effect; % of control where 0% means no effect; nearly all actives have a fitted effect of over 65% in size
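Reporter line AREc32 (ARE-Fluc), seeded overnight in OPTI-MEM with 5% FBS; compound pin-transferred, 24 hr at 37 deg C, 5% CO2; luminescent read-out.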
ATXN viability – Viability Counterscreen for Primary qHTS for Inhibitors of ATXN expression. S2 cells (HEK-293 line with an ATXN2-luciferase reporter) viability, CellTiter-Fluor protease fluorescence, 24 h. Potency, µM (highest dose often 56.7 µM), usual class: cytotoxic. 400,000 compounds, 0.49% hits. AID 651635, 2014; also: potency is read from the fitted curve at half-maximal effect; nearly all actives have a fitted effect of over 40% in size
* = called active by the depositor; i = inactive; ? = inconclusive; . = no result given; [ ] = dose if it differs, or a comment. Unless noted, calls follow the shape of the dose curve; as a rule, active = well fitted curve in the direction sought with a large enough effect; inconclusive = small, poorly fitted or top-dose-only effect, or another doubt; inactive = no such curve, though single readings can be large; an effect the other way counts as inactive or inconclusive.

| item | Molecule | ATXN viability | IL2 activator | A549 tox | HepG2 tox | Nrf2 inh | Nrf2 ARE act | EPAC2 ag | ATXN2 expr inh | TGFb inhibitor |
| --- | --- | --- | --- | --- | --- | --- | --- | --- | --- | --- |
| 1 | CC(C)CNC(=O)NC(=O)COC(=O)c1cccc(NS(=O)(=O)c2ccc(F)c(F)c2)c1 | i | 1.9 | 0.0% | -19.4% | -17.9% | 2.9% | 3.7% | 9.8% | ? |
| 2 | CCOC(=O)NC(=O)COC(=O)CNC(=O)c1cccc(OC)c1 | i | -0.7 | 2.5% | -0.5% | 5.2% | -0.6% | 1.2% | -15.9% | 0.7% |
| 3 | CCN(c1ccccc1)S(=O)(=O)c1ccc(OC)c(NC(=O)C2CCC2)c1 | i | -4.8 | -8.2% | -34.5% | 5.8% | -0.8% | 8.3% | -14.4% | ? |
| 4 | c1ccc2nc(-c3ccc4c(c3)OCO4)ccc2c1 | i | 1.0 | -18.7% | -54.3% | ? | 5.6% | 9.3% | 107.8%[activator] | -9.9% |
| 5 | O=C(Nc1ccc(S(=O)(=O)N2CCc3ccccc32)cc1)c1ccc2c(c1)OCO2 | i | -0.3 | -19.1% | -10.3% | ? | 3.7% | 10.2% | 5.9% | ? |
| 6 | COc1ccc(-n2c(C)cc(C(=O)NC3CCCCC3)c2C)cc1 | ? | -0.1 | -8.3% | -58.3% | ? | 17.8µM* | 6.8% | 28.6% | -6.3% |
| 7 | CCCCC(C(=O)NC(C)c1ccccc1)C(=O)NC(C)c1ccccc1 (stereo not given) | . | -2.5 | 3.6% | -2.2% | 2.2% | -0.8% | 14.5% | -10.0% | 9.9% |
| 8 | O=C(Nc1ccc(CN2CCOCC2)cc1)c1ccc(Br)o1 | i | -0.1 | 6.3% | -0.4% | ? | 4.6% | 6.4% | . | -8.0% |
| 9 | Cc1ccc(N2CC(C)Cn3c2nc2c3c(=O)n(CC(=O)O)c(=O)n2C)cc1 (stereo not given) | i | . | 2.7% | -6.3% | 3.6% | -1.2% | . | 6.6% | 14.6% |
| 10 | Cn1c(-c2ccc3c(c2)OCO3)cnc1NCc1ccc(Cl)cc1 | i | -0.8 | . | -11.0% | 4.3% | -0.6% | 14.3% | 6.6% | -19.1% |
| 11 | Cc1c(Cl)cccc1-n1c(SCC(=O)N2CCC(C(=O)O)CC2)nnc1-c1ccncc1 | i | 1.5 | ? | -11.1% | 0.0% | 0.5% | 7.6% | . | -10.4% |
| 12 | CCCC(=O)Nc1ccc(S(=O)(=O)Nc2cc(C)nc(C)n2)cc1 | i | 0.4 | -2.2% | 8.6% | 4.6% | -0.2% | -7.4% | 7.3% | -8.5% |
| 13 | CCOC(=O)c1[nH]c(C)c(C(=O)NC2CCCC2)c1C | i | 0.6 | -7.0% | -1.7% | -9.5% | -0.9% | 4.3% | 0.8% | 4.9% |
| 14 | O=C(CCS(=O)(=O)c1cccc2nsnc12)NC1CCCCC1 | ? | -1.3 | 1.1% | -1.5% | 6.2% | 1.4% | -3.8% | 5.7% | -26.5% |
| 15 | Cc1ccc(NC(=O)CNC(=O)C23CC4CC(CC(C4)C2)C3)nc1 | i | -3.0 | . | 1.1% | . | -1.7% | 15.1% | . | -3.7% |
| 16 | O=C(Nc1ncccc1O)c1ccc(OCC2CCCO2)cc1 (stereo not given) | i | -1.1 | -1.4% | -31.3% | ? | -0.3% | 3.2% | ? | -13.8% |
| 17 | Nc1nc2nccc(-c3ccccn3)n2n1 | i | 3.1 | 5.3% | 1.5% | -14.1% | -0.2%[9.22 µM] | 5.4% | 5.2% | -13.8% |
| 18 | O=c1[nH]c(SCc2ccccc2)nc2c1CCCC2 | i | . | -1.6% | -2.4% | ? | 14.6% | . | -4.2% | 1.3% |
| 19 | Cc1occc1C(=O)Nc1cc(C(C)(C)C)on1 | i | -3.4 | -1.8% | -62.2% | ? | 0.7% | -0.4% | 69.6%[activator] | 3.0% |
| 20 | O=C1CN(C(=O)CNC(=O)c2ccc(Cl)cc2Cl)CCN1 | i | 0.2 | ? | 15.5% | 7.1% | -0.4% | 6.7% | 11.1% | 11.6% |

The final 3 compounds of the section above are carried over, then new ones follow:
| item | Molecule | ATXN viability | IL2 activator | A549 tox | HepG2 tox | Nrf2 inh | Nrf2 ARE act | EPAC2 ag | ATXN2 expr inh | TGFb inhibitor |
| --- | --- | --- | --- | --- | --- | --- | --- | --- | --- | --- |
| 18 | O=c1[nH]c(SCc2ccccc2)nc2c1CCCC2 | i | . | -1.6% | -2.4% | ? | 14.6% | . | -4.2% | 1.3% |
| 19 | Cc1occc1C(=O)Nc1cc(C(C)(C)C)on1 | i | -3.4 | -1.8% | -62.2% | ? | 0.7% | -0.4% | 69.6%[activator] | 3.0% |
| 20 | O=C1CN(C(=O)CNC(=O)c2ccc(Cl)cc2Cl)CCN1 | i | 0.2 | ? | 15.5% | 7.1% | -0.4% | 6.7% | 11.1% | 11.6% |
| 21 | Cc1cccc2cc(C(c3nnnn3Cc3ccccc3)N3CCCc4ccccc43)c(=O)[nH]c12 (stereo not given) | i | -0.8 | -16.2% | -2.8% | ? | 2.5% | -9.7% | -5.8% | -1.4% |
| 22 | Cc1c(C(=O)NCCCN2CCOCC2)oc2ccc(S(=O)(=O)N3CCOCC3)cc12 | i | -4.9 | 3.1% | 26.0% | -1.7% | 0.0% | 6.2% | 2.7% | 19.0% |
| 23 | O=C(CCC1N=C2c3ccccc3N=C(SCc3ccc(F)cc3)N2C1=O)NCCc1ccccc1 (stereo not given) | . | . | 12.5% | 2.5% | . | 14.2% | . | . | ? |
| 24 | Cc1noc(/C=C/c2cccs2)c1S(=O)(=O)N1CCC(C(=O)NCCCN2CCCC(C)C2)CC1 (stereo not given) | ? | 7.2 | -15.5% | -16.5% | 8.5% | -0.1% | 8.4% | 5.9% | -20.4% |
| 25 | CCCOc1ccc(-c2nnn(CC(=O)OCC)n2)cc1 | i | 1.4 | -3.0% | 1.2% | -1.6% | -0.4% | 4.4% | -1.4% | -10.5% |
| 26 | NS(=O)(=O)c1ccc(CNC(=S)Nc2cc(S(=O)(=O)N3CCOCC3)ccc2Cl)cc1 | i | 2.7 | 0.1% | 0.4% | -12.1% | -1.3% | 10.4% | -9.9% | -7.2% |
| 27 | COc1nc(-c2ccccc2)cc(C(F)(F)F)n1 | i | -2.1 | -1.3% | 5.1% | . | 0.4% | -3.5% | -17.4% | 36.4%[activator] |
| 28 | CCOC(=O)n1c(=O)oc2ccccc21 | i | -1.2 | -4.1% | -16.1% | 9.2% | -0.4% | 2.6% | -7.3% | 6.4% |
| 29 | Cc1ccc(S(=O)(=O)N(C)C[C@@H]2OCCCC[C@H](C)Oc3ccc(NC(=O)Nc4ccc(F)cc4)cc3C(=O)N([C@H](C)CO)C[C@H]2C)cc1 | ? | 5.3 | . | 0.9% | . | -0.9% | 7.5% | 9.0% | 4.0% |
| 30 | COc1cc(/C=C2\NC(=S)N(C)C2=O)ccc1O | ? | -1.0 | ? | -1.5% | -3.8% | 7.9% | 3.8% | -0.1% | 24.7% |
| 31 | Cc1cn([C@H]2C[C@H](O)[C@@H](/C=C/C(=O)NCCc3ccc4ccccc4c3)O2)c(=O)[nH]c1=O | i | 0.0 | . | -0.8% | . | -0.7% | 1.0% | -4.3% | -23.8% |
| 32 | O=C(NCc1ccco1)c1ccc2c(c1)N(Cc1ccc(Cl)cc1)CCS2 | i | -5.8 | -19.7% | 9.6% | ? | 6.3% | 3.9% | -17.5% | -1.9% |
| 33 | CNC(=O)c1c(NC(=O)CCS(=O)(=O)c2ccccc2)sc(C)c1C | ? | -0.8 | -1.1% | 6.4% | 1.0% | 2.5% | -2.7% | 2.4% | -23.2% |
| 34 | CSCCC(NS(=O)(=O)c1ccccc1F)C(=O)NCC(C)(C)N1CCOCC1 (stereo not given) | i | 0.1 | -3.8% | 7.7% | 8.4% | 0.5% | -1.0% | 1.4% | 5.0% |
| 35 | CCN1C(=O)/C(=C/C=C2/CCCN2C)OC1=S | i | -1.9 | -11.4% | 4.7% | ? | 0.4% | 4.1% | 45.8%[activator] | -16.9% |
| 36 | COc1ccc2oc(-c3ccccc3)c(C(N)=O)c2c1 | i | -1.8 | 1.9% | -1.5% | 4.6% | 0.8% | 7.3% | 37.1%[activator] | 0.0% |
| 37 | CC1(C)Cc2c(c(-c3ccccc3Cl)[nH]c(=O)c2C#N)CO1 | i | -0.8 | -2.7% | 1.9% | -15.4% | -0.6% | 1.8% | 3.3% | -12.5% |
| 38 | Cc1cc(C)n(-c2nc3ccccc3nc2Nc2cccc(C(F)(F)F)c2)n1 | i | . | 0.4% | -21.5% | 26.6% | -0.6% | . | 17.7% | -0.6% |
| 39 | COc1ccccc1N(C)S(=O)(=O)c1ccc(C(=O)Nc2ccncc2)cc1 | i | -2.9 | -6.2% | 0.8% | ? | -0.4% | -1.5% | -9.4% | -1.9% |
| 40 | N=c1oc2c3c4c(cc2cc1C(=O)Nc1ccccc1)CCCN4CCC3 | . | 8.3 | ? | 2.3% | ? | 7.3% | 112µM* | 52.2%[activator] | 297.9%[activator] |
| 41 | COc1ccc(CCN2C(=O)C(Oc3ccccc3)C2c2ccc3c(c2)OCO3)cc1 (stereo not given) | i | -4.3 | -2.8% | 0.8% | -2.4% | -0.6% | 2.0% | -12.3% | 10.8% |
| 42 | CCNc1nc(NCC)n2c(SCC(=O)Nc3cc(OC)ccc3OC)nnc2n1 | i | -0.7 | 12.3% | -19.8% | 13.2% | 1.0% | 2.3% | -8.2% | 7.9% |
| 43 | Cc1cc(F)ccc1NS(=O)(=O)c1c(C(=O)N2CCOCC2)c(C)n(C)c1C | i | -1.0 | 2.1% | 1.4% | 2.1% | -0.6% | 17.6% | 3.6% | 18.0% |
